# Screens: PubChem BioAssay, several laboratories
# Wnt act – Wnt/beta-catenin pathway activators, primary screen, cell-based, plate reader, single point | Wnt/beta-catenin reporter cell assay, activator | activation, % at 9.35 µM | 1.2% of 300,000 active; in the data active means activation above about 30%, passing the limit was not always enough;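 further: 0% = neutral control wells and 100% = positive control wells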
# V-ATPase pH – regulators of yeast V-ATPase proton pumping, primary screen, pHLuorin cytosolic pH fluorescence. S. cerevisiae. response, % at 10 µM. 0.37% of 350,000 active; in the data active means response mostly above about 7.3%, no sharp cut-off; inactive means mostly below about 5.4%; further: actives read high; inactives centre near 0; some compounds called inactive have numbers as strong as hits
# Rtt109 HAT inh – inhibitors of C. albicans Rtt109/Vps75 HAT, primary screen, biochemical, ThioGlo CoA-SH fluorescence, plate reader | Histone acetyltransferase RTT109 (Candida albicans (strain SC5314 / ATCC MYA-2876)), … | purified Rtt109/Vps75, 4 h | inhibition, % at 34.9 µM | 0.16% of 330,000 active | AID 540336, 2011;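 active means inhibition of at least 50% in every replicate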
# Target sequence (Q5AAJ8 whole entry, looked up): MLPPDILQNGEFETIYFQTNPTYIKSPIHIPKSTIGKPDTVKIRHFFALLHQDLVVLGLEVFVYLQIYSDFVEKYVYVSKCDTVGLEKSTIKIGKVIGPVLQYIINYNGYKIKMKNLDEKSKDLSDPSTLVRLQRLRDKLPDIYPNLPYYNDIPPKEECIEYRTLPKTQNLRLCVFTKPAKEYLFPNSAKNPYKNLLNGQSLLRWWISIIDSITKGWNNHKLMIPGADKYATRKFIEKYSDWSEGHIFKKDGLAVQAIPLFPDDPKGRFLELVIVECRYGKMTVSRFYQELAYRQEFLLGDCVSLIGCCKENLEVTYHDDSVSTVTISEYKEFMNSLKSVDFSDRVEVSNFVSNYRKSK
# dFosB act – activators of delta FosB homodimer, primary screen, biochemical, fluorescence polarization, TAMRA-CDK5 oligo, single point. activation, % at 25 µM. purified delta FosB; percent of positive-control signal above neutral wells. Protein FosB (Mus musculus), P13346. 0.99% of 340,000 active;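 active means mean activation above about 17%, with every replicate also reaching it, limit read from the data, passing the limit was not always enough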;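 further: fluorescence polarization rise as delta FosB binds a TAMRA Cdk5 AP-1 oligo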
# Target sequence (P13346 whole entry, looked up): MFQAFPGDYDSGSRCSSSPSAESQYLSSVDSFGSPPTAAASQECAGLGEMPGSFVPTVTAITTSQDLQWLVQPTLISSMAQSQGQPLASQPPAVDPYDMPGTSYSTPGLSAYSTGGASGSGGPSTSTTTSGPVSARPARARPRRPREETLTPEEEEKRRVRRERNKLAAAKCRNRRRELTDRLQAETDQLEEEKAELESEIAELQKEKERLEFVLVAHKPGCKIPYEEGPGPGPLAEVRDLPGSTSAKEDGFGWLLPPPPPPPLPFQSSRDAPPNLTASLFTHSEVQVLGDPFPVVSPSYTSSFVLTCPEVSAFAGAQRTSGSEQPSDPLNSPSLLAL
# CDK5 p35 inh – inhibitors of human CDK5/p35 kinase, primary screen, biochemical, single concentration; Cyclin-dependent kinase 5 (Homo sapiens) + Cyclin-dependent kinase 5 activator 1 (Homo …; Recombinant CDK5/p35, ADP-Glo luminescence, 60 min; inhibition, % at 10 µM; 0.01% of 330,000 active;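 active means highest replicate inhibition of at least 50% and at least 75% of replicates reaching 50%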;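 further: plate controls were DMSO neutral control for no effect and GW8510 at 10 µM for full effect; many of its hits are not listed in these tables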
# MITF act – activators of MITF-driven TRPM1 promoter reporter, primary screen, cell-based, SK-MEL-5, luciferase, single point | 0.75% of 300,000 active | SK-MEL-5 TRPM1-promoter luciferase, 24 h; % of positive control, neutral wells = 0 | AID 588334, 2011 | activation, % at 12.5 µM;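 active means mean activation of at least 80% with every replicate also reaching 80%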;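 further: 0% = neutral control wells and 100% = parthenolide positive control wells; values of inactives mirror those of a sister screen read the other way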
# CAL PDZ FP-1 – untagged CAL PDZ binding inhibitors, primary screen, biochemical, fluorescence polarization, HTS; purified CAL PDZ, TMR-peptide fluorescence polarization, 1 h; inhibition, % at 24.9 µM; 0.92% of 300,000 active; AID 602252, 2012;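 active means mean inhibition of at least 30% with at least half of replicates also reaching 30%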;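 further: 0% = DMSO neutral control and 100% = excess unlabeled competitor peptide PRC23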
# Tat transport – E. coli Tat export inhibitors, primary screen, MC4100, TorA-mCherry reporter, fluorescence, single point | inhibition, % at 10 µM | 0.036% of 340,000 active;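 active means mean replicate inhibition at least 50% and at least half of replicates individually reaching 50%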;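 further: exported cargo escapes ClpAP degradation while cytoplasmic cargo is degraded and loses fluorescence; 0% = median of neutral control wells and 100% = median of NaSCN control wells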
# cardiac RTF act – cardiac RTF calcium sensitivity activators, primary screen, biochemical, IANBD-TnC fluorescence, EC20 calcium; Troponin I, cardiac muscle (Homo sapiens) + Troponin T, cardiac muscle (Homo sapiens) + …; IANBD-labeled TnC RTF fluorescence at EC20 calcium; 0% EC20 calcium, 100% full calcium; activation, % at 7.2 µM; 0.24% of 340,000 active;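 active means activation above the mean over all tested compounds plus 3 SD, cut at about 30% in these data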;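 further: rise in fluorescence read as greater calcium sensitivity of cardiac thin filaments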
# CAL PDZ FP-2 – CAL PDZ peptide-binding inhibitors, primary screen, biochemical, fluorescence polarization, Cer-tagged CAL PDZ, HTS. purified CAL PDZ, TMR-peptide fluorescence polarization, 1 h. inhibition, % at 20 µM. 0.02% of 330,000 active. AID 504414, 2011;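 active means highest replicate inhibition of at least 40%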;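 further: plate controls were DMSO neutral control wells for no effect and unlabeled competitor peptide control wells for full effect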
#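 material = purified tagged CAL PDZ domain construct (CerCALP) | buffer or medium = sodium phosphate/NaCl buffer pH 7.4 with TCEP, IgG, Thesit | reagent = TMR-labelled reporter peptide T*-PRC34 bound in PDZ groove | incubation = 1 h room-temperature incubation prior to read | measured by = fluorescence polarization (mP) | evaluation = percent inhibition from loss of millipolarization | control set = unlabelled peptide and DMSO controls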
# Starred values were filed as active, the others as inactive; . = no result given. Random draw from the library; overall some 4.1% were active at least once.
SMILES,Wnt act,V-ATPase pH,Rtt109 HAT inh,dFosB act,CDK5 p35 inh,MITF act,CAL PDZ FP-1,Tat transport,cardiac RTF act,CAL PDZ FP-2
Cc1ccc(C)c(C(=O)COC(=O)CN2C(=O)C3C4CCC(C4)C3C2=O)c1 (configuration not stated),1,1,2,-6,2.3,-6,-4,-2,2,-3.3
O=C(NC1CCCC1)C(c1ccccc1F)N(C(=O)Cc1cccs1)c1ccc2c(c1)OCCO2 (configuration not stated),5,5,-2,7,-8.0,-7,-3,-1,3,-3.3
Cc1ccc(NCCCCO)cc1C,0,-1,-1,4,-1.0,1,-1,-4,-1,-2.9
CCOc1ccc2nc(SCC(=O)N(C)C3CCS(=O)(=O)C3)[nH]c2c1 (configuration not stated),.,-2,5,-9,-0.6,-13,2,-9,-11,-2.0
O=C1OC(c2ccc3c(c2)OCO3)=N/C1=C\c1ccc(C(=O)O)cc1,-1,-1,3,0,-1.2,4,.,-1,0,-0.4
CCn1c(SCc2nc3ccccc3[nH]2)nnc1-c1cccnc1,-13,-1,0,1,-1.8,-13,.,-2,3,-2.4
C=CCNC(=S)N1CCN(c2cc3c(cc2F)c(=O)c(C(=O)O)cn3CC)CC1,-1,3,4,2,-0.2,4,5,7,2,-0.1
O=c1c2c(nc3c(-c4ccc(Cl)cc4)c[nH]n13)CCCC2,-27,-2,-2,-3,0.0,-45,-1,-4,-5,-5.5
O=C(CCNC(=O)c1ccco1)Nc1ccc(C(F)(F)F)cc1,-1,2,3,-9,-2.5,4,-3,-8,1,0.3
O=CN1CCN(C2CC(=O)N(c3ccc(Br)cc3)C2=O)CC1 (configuration not stated),.,2,10,-6,1.2,9,1,-7,0,0.7
COc1ccc(NS(=O)(=O)c2cn(C)c(=O)n(C)c2=O)c(OC)c1,-1,1,-1,-4,-0.7,5,-4,-1,6,-2.0
COc1ccc(-c2nnc(SCc3nnc(-c4cccs4)o3)n2CC2CCCO2)cc1 (configuration not stated),-1,1,2,3,-2.2,-3,2,5,2,0.3
CC12CCC(=O)N1C(C(=O)Nc1cccc(S(=O)(=O)N3CCCCCC3)c1)CS2 (configuration not stated),-2,-5,18,-4,5.3,4,-3,-8,-9,-2.7
Nc1ccc(Oc2ccc3nc(-c4ccccc4)c(-c4ccc([N+](=O)[O-])cc4)nc3c2)cc1,.,4,-11,2,-3.3,0,-23,0,-5,0.2
CCOc1ccc(C(=O)C(C)OC(=O)Cn2c(C)csc2=O)cc1 (configuration not stated),-1,0,-4,-8,-4.6,0,-3,-9,3,-1.7
O=C(N[C@@H](Cc1ccccc1)C(=O)OCc1ccccc1)c1nc[nH]c1C(=O)N1CCN(c2ccccc2)CC1,-2,-1,-10,6,0.2,4,0,3,-3,0.0
Cn1c(SCC(=O)NCc2ccc(F)cc2)nc2ccccc21,1,-2,-2,-14,-1.3,.,-1,-7,-1,-0.6
Fc1ccc(-c2n[nH]c(=S)n2CC2CCCO2)cc1 (configuration not stated),1,-7,-5,-1,-0.1,0,-3,8,3,-2.0
COc1ccc(-c2c(C)nn3c(-c4ccccc4)cc(C)nc23)cc1,3,4,-6,-14,-0.1,.,.,-11,2,-1.4
O=C1C=C(Nc2ccccc2)C(=O)c2ccccc21,2,0,-5,-9,0.7,-48,5,5,-4,1.5
COc1ccc(N(CC(=O)NC2CC3CCC2C3)S(=O)(=O)c2ccc(C)cc2)cc1OC (configuration not stated),-2,-2,-1,-12,1.0,5,2,3,-3,-1.1
COc1ccc(-c2ocnc2C(=O)NCc2nn(-c3ccccc3)nc2C)cc1,-2,0,0,-10,-0.4,-17,-4,0,-4,-0.8
C#CC(C)OC(=O)C(C)NC(=O)c1ccccc1 (configuration not stated),-1,-2,4,1,1.4,4,3,-9,8,1.6
CCOc1cccc2cc(C(=O)NCc3ccc(Cl)cc3)c(=N)oc12,4,2,13,-13,-1.5,-1,-1,-13,2,-1.3
Cc1cccnc1NC(=O)c1ccc(Cl)c(S(=O)(=O)N2CCCCCC2)c1,-2,0,-4,-12,-0.3,-2,1,1,-5,-3.8

# An excerpt from the list above, for reference:
SMILES,Wnt act,V-ATPase pH,Rtt109 HAT inh,dFosB act,CDK5 p35 inh,MITF act,CAL PDZ FP-1,Tat transport,cardiac RTF act,CAL PDZ FP-2
Cc1ccc(NCCCCO)cc1C,0,-1,-1,4,-1.0,1,-1,-4,-1,-2.9
CCOc1ccc2nc(SCC(=O)N(C)C3CCS(=O)(=O)C3)[nH]c2c1 (configuration not stated),.,-2,5,-9,-0.6,-13,2,-9,-11,-2.0

# Next records
SMILES,Wnt act,V-ATPase pH,Rtt109 HAT inh,dFosB act,CDK5 p35 inh,MITF act,CAL PDZ FP-1,Tat transport,cardiac RTF act,CAL PDZ FP-2
COC(=O)c1ccc(-n2nnnc2SCC(=O)N2CCCCC2)cc1,.,-5,6,-4,-2.8,.,-3,5,2,-0.2
COc1c(F)c(F)c(C(=O)Nc2ccc(N3CCN(C(C)=O)CC3)c(Cl)c2)c(F)c1F,.,-1,-24,-10,-1.0,-4,1,-3,3,-1.8
CCOc1ccccc1OCCCC(=O)Nc1ccc(OC)nc1,.,5,-9,0,-1.1,-4,-4,-1,-1,-2.6
CCCCn1c(N)c(N(Cc2ccccc2OC)C(=O)C(C)C)c(=O)[nH]c1=O,0,3,0,3,2.5,-3,-2,-8,3,-3.0
COCCn1c(SCc2nc3ccccc3c(=O)[nH]2)nnc1-c1ccncc1,-3,-1,-2,-1,0.9,-7,.,0,-8,-0.7
CC(C)(C)c1ccc(NC(=O)N2CCN(c3ccc([N+](=O)[O-])cn3)CC2)cc1,-5,3,-2,-3,-0.3,.,-5,-4,2,-0.2
CC1CCCCN1c1nnc(N)s1 (configuration not stated),.,-1,-6,-1,0.2,-6,1,-4,0,.
CCOc1ccccc1NC(=O)Nc1ccon1,6,0,1,5,1.4,0,.,2,-3,-3.5
CN1CCN(S(=O)(=O)c2ccc(NC(=O)C3CCCCC3)cc2)CC1,-5,2,2,-6,-0.8,2,-1,6,-4,-0.4
COc1ccccc1N1CCN(CCCNc2c(C)c(=O)n(C)c(=O)n2C)CC1,2,-1,5,2,0.2,-11,-2,0,0,-0.4
NC(=O)c1ccc(NC(=O)COC(=O)CCCN2C(=O)c3cccc4cccc(c34)C2=O)cc1,-5,5,18,9,0.3,-4,0,-14,-1,-3.2
COc1cc(S(=O)(=O)NCc2ccccc2)ccc1-n1cnnn1,-2,-2,3,1,1.3,-12,1,0,1,-2.1
CCS(=O)(=O)N1Cc2ccccc2CC1C(=O)Nc1nc2ccc(C)cc2s1 (configuration not stated),-2,6,9,12,-1.0,-2,0,4,7,-2.0
Nn1c(SCC(=O)Nc2ccc3c(c2)OCCO3)nnc1-c1cccnc1,2,6,5,-4,0.5,1,-7,-4,-1,-0.7
CCCSc1nnc(Cc2cc(=O)[nH]c(=O)[nH]2)n1-c1cc(C)ccc1C,.,-4,-8,-2,-1.6,.,5,5,5,-1.1
COC(=O)CNC(c1ccccc1)c1cc(C)ccc1NS(=O)(=O)c1ccc(C)cc1 (configuration not stated),-2,3,-15,-4,.,2,-2,4,-4,0.4
CN(C(=O)Nc1ccc(Cl)cc1Cl)C1CCCC1,8,0,2,1,-0.7,73,0,2,4,-2.2
CCCCNc1c(N2CCN(C(=O)OCC)CC2)c(=O)c1=O,0,-3,-3,-2,-3.1,.,-7,-16,5,-0.8
CC(C)CCn1c(=O)c2ccccc2n2c(CN(C)Cc3ccccc3)nnc12,1,2,-4,-19,0.2,1,0,5,1,-1.0
CCOC(=O)C1CCN(CC(O)COCc2ccccc2)CC1 (configuration not stated),-1,-3,-14,1,-0.2,-6,3,-1,-1,.
COc1ccc(NCc2nnc(SCCN3CCCCC3)n2-c2ccc(C)cc2)cc1,.,6,2,-2,-0.1,2,-1,-5,1,-1.4
Cc1ccc(CN(C(=O)c2ccccc2[N+](=O)[O-])C2CCS(=O)(=O)C2)o1 (configuration not stated),-1,0,-17,0,-0.7,0,.,1,-3,-0.4
COc1ccccc1-c1cc(C(=O)NC2CCCC2)no1,17,-1,0,-17,1.8,51,-3,2,-4,-1.9

# A draw from above in order of molar mass, largest number first:
SMILES,Wnt act,V-ATPase pH,Rtt109 HAT inh,dFosB act,CDK5 p35 inh,MITF act,CAL PDZ FP-1,Tat transport,cardiac RTF act,CAL PDZ FP-2
CCS(=O)(=O)N1Cc2ccccc2CC1C(=O)Nc1nc2ccc(C)cc2s1 (configuration not stated),-2,6,9,12,-1.0,-2,0,4,7,-2.0
COCCn1c(SCc2nc3ccccc3c(=O)[nH]2)nnc1-c1ccncc1,-3,-1,-2,-1,0.9,-7,.,0,-8,-0.7
CC(C)CCn1c(=O)c2ccccc2n2c(CN(C)Cc3ccccc3)nnc12,1,2,-4,-19,0.2,1,0,5,1,-1.0
CCCCn1c(N)c(N(Cc2ccccc2OC)C(=O)C(C)C)c(=O)[nH]c1=O,0,3,0,3,2.5,-3,-2,-8,3,-3.0
Cc1ccc(CN(C(=O)c2ccccc2[N+](=O)[O-])C2CCS(=O)(=O)C2)o1 (configuration not stated),-1,0,-17,0,-0.7,0,.,1,-3,-0.4
CCCSc1nnc(Cc2cc(=O)[nH]c(=O)[nH]2)n1-c1cc(C)ccc1C,.,-4,-8,-2,-1.6,.,5,5,5,-1.1
COc1cc(S(=O)(=O)NCc2ccccc2)ccc1-n1cnnn1,-2,-2,3,1,1.3,-12,1,0,1,-2.1
CCOc1ccccc1OCCCC(=O)Nc1ccc(OC)nc1,.,5,-9,0,-1.1,-4,-4,-1,-1,-2.6
CCCCNc1c(N2CCN(C(=O)OCC)CC2)c(=O)c1=O,0,-3,-3,-2,-3.1,.,-7,-16,5,-0.8
CN(C(=O)Nc1ccc(Cl)cc1Cl)C1CCCC1,8,0,2,1,-0.7,73,0,2,4,-2.2
CCOc1ccccc1NC(=O)Nc1ccon1,6,0,1,5,1.4,0,.,2,-3,-3.5
CC1CCCCN1c1nnc(N)s1 (configuration not stated),.,-1,-6,-1,0.2,-6,1,-4,0,.
